DAGLB inhibitor – diacylglycerol lipase beta (human) inhibition | HEK293T DAGLB membrane lysate, EnzChek fluorogenic substrate | inhibition, % at 5.17 µM | actives 0.059% (n = 340,000) | AID 504411; in the data active = inhibition above about 34%;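 also: 0% = enzyme with vehicle and 100% = wells lacking enzyme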
Arr AP2 block – blocks beta-arrestin peptide binding to AP2 adaptin | actives 0.31% (n = 340,000) | FITC-arrestin peptide / GST-AP2 beads, flow cytometry; AP2 beta2 appendage carries R879A mutation | AID 504490 | inhibition, % at 10 µM;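 active = inhibition above a set limit, near 3 SD of compounds lacking own fluorescence, cut at about 54% in these data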;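 also: plate controls were DMSO wells for no effect and 5 µM unlabelled arrestin peptide for full effect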
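System: GST-AP2 R879A glutathione beads; medium: PBS, Tween 20 0.05%, BSA 0.1%; reagent: fluorescein-tagged arrestin peptide at 50 nM final; schedule: pre-incubation 12 min, peptide binding 1 h, room temperature; detection: flow cytometry, FL1 (488/535 nm); read-out: inhibition as reduced fluorescein signal on beads, percent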
V-ATPase pH – regulators of yeast V-ATPase proton transport; response, % at 10 µM; AID 504577; S. cerevisiae, pHLuorin cytosolic pH fluorescence; actives 0.37% (n = 350,000); in the data active = response mostly above about 7.3%, no sharp cut-off; inactive = mostly below about 5.4%; also: actives read high; inactives centre near 0; some compounds called inactive have numbers as strong as hits; reference of the scale not given here
MOR-DOR ag – agonists of human mu-delta opioid receptor heterodimerization | cells, OPRM1-OPRD1 heterodimerization, luminescence | P35372+P41143 | actives 0.3% (n = 340,000) | activation, % at 9.3 µM | AID 504326; in the data active = activation above about 18%;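 also: 0% = vehicle-treated cells and 100% = reference agonist; values of inactives mirror those of a sister screen read the other way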
PKA-R2B act – PKA-R2B complex activation. actives 0.079% (n = 340,000). activation, % at 11.4 µM. PKA-R2B holoenzyme dissociation, Cy5-IP20 fluorescence polarization; R2B truncated from residue 108, S112A mutant; 0% DMSO only, 100% 113 µM cGMP;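 active = activation above a cutoff set at the mean over all compounds plus 3 SD, cut at about 18% in these data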;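 also: higher means more holoenzyme dissociation and a rise in polarization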
HTR5A inv ag – inverse agonist of human HTR5A in OPRM1-OPRD1 counter-screen; HTR5A cell line, luminescence, inverse agonism; AID 504634; P47898; actives 0.083% (n = 340,000); inhibition, % at 9.3 µM; in the data active = inhibition mostly above about 23%, no sharp cut-off; inactive = mostly below about 18%;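 also: 0% = cells with DMSO and 100% = no-cell wells with DMSO; some compounds called inactive have numbers as strong as hits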
PKA-R1A act – activates the PKA-R1A holoenzyme complex; actives 0.083% (n = 340,000); activation, % at 11.4 µM; PKA-R1A dissociation, Cy5-IP20 fluorescence polarization; scaled: DMSO 0%, 113 µM cGMP 100%; P00514+P68181;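 active = percent activation above the mean of all tested compounds plus 3 SD, cut at about 19% in these data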;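 also: higher means more PKAc released from R1A so a rise in polarization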
DSG3 Ab inh – blocks pemphigus antibody binding to human desmoglein-3. P32926. binding (percent of control), % at 10 µM. DSG3-coupled beads, scFv-anti-DSG3-GFP binding, flow cytometry; active compounds read low. actives 0.48% (n = 310,000);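 active = binding more than 3 SD below its plate's average and above zero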;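 also: hits lower antibody fragment binding to DSG3; some compounds called inactive have numbers as strong as hits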
Target sequence (P32926 whole entry, looked up, the tested form may be a part): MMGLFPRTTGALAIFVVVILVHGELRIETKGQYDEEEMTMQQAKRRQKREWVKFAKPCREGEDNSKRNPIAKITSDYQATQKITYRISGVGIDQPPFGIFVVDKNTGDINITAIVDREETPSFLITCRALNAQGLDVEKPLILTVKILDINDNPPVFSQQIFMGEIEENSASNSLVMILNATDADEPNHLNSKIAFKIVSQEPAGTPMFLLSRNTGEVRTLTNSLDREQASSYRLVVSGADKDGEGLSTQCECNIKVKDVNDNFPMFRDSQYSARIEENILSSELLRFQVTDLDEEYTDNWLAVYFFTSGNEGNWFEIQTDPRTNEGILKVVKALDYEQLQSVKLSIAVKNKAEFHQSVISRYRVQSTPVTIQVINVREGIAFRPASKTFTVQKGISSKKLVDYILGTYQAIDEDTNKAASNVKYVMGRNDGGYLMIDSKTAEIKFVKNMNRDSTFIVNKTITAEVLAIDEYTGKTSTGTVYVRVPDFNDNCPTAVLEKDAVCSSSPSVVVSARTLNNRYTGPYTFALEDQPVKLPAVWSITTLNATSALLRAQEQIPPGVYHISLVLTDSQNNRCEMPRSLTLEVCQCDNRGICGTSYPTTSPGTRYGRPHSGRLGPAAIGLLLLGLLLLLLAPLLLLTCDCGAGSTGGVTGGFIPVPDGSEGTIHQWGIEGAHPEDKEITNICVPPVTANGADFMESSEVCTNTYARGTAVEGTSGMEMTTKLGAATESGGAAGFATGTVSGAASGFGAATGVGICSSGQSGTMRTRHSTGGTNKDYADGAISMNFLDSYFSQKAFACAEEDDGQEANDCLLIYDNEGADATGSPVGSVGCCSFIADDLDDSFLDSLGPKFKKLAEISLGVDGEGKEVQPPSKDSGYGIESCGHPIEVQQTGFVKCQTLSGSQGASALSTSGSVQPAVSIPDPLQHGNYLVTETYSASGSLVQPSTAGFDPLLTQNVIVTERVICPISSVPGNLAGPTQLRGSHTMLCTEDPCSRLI
HTR5A ag – HTR5A agonism, opioid heterodimer counter-screen. P47898. HTR5A agonist assay, luminescence, cell-based. activation, % at 9.3 µM. actives 0.61% (n = 340,000). AID 504692; in the data active = activation mostly above about 9.5%, no sharp cut-off; inactive = mostly below about 7.6%;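 also: 0% = cells with vehicle only and 100% = reference agonist; strong numbers were not always called active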
MOR-DOR inv ag – inverse agonist of human OPRM1-OPRD1 heterodimerization. cell-based MOR-DOR heterodimer luminescence, inverse agonism. inhibition, % at 9.3 µM. actives 0.21% (n = 340,000). AID 504357; in the data active = inhibition above about 22%, passing the limit was not always enough;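 also: 0% = cells with DMSO and 100% = wells without cells with DMSO; values of inactives mirror those of a sister screen read the other way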
The depositor's hits bear a star; x = not tested or not shown.

Structure	DAGLB inhibitor	Arr AP2 block	V-ATPase pH	MOR-DOR ag	PKA-R2B act	HTR5A inv ag	PKA-R1A act	DSG3 Ab inh	HTR5A ag	MOR-DOR inv ag
COc1ccc(-c2nnn(CC(=O)N3CCN(c4ccccc4OC)CC3)n2)cc1	0	11	-6	-2.0	-2	-14	-6	97	6	10
Cc1oc2cc(O)ccc2c(=O)c1N1C(=O)c2ccccc2C1=O	-3	14	1	-2.3	2	12	3	99	-5	12
CCCC[C@@H]1CNCCN1CCc1cccc(F)c1	-1	8	2	3.7	-2	22	3	107	-9	-20
COc1ccc2[nH]c3c(c2c1)CCN1C(=O)C(CC(=O)NCC24CC5CC(CC(C5)C2)C4)C[C@H](C(=O)N2CCOCC2)[C@@]31CCC1CCCC1 (stereo partly specified)	1	-11	1	0.1	2	-15	-1	98	4.4*	0
Cc1ccc(NC(=O)CSC2=C(C#N)C(c3ccco3)C3=C(CCCC3=O)N2)cc1 (stereo unspecified)	-8	-2	-5	-3.1	-19	-8	-6	94	3	18
CC1(C)NC(=O)N(CCCOc2ccc(Br)cc2Cl)C1=O	-3	9	1	-0.6	-1	-1	-2	104	4	3
CCOC(=O)c1cc(-c2ccc(C)cc2)n(CCC(=O)N2CCN(c3ccccn3)CC2)c1C	1	-7	0	2.1	2	12	-10	95	-4	-13
CC(C)C(=O)Nc1nnc(CCN2CCCCC2)s1	-1	17	-2	-4.0	-9	-5	2	108	-3	20
O=C1NN=C(c2ccccc2)CC1c1ccc(Cl)cc1Cl (stereo unspecified)	-4	0	1	-0.4	1	3	3	99	-1	2
COc1ccc(N2CCN(C(=S)Nc3ccccc3)CC2)cc1	0	-7	2	-0.9	-9	-19	-6	105	0	5
COc1ccc(CCNC(=O)CN(C)S(=O)(=O)c2ccc(Br)s2)cc1OC	-5	18	1	-1.0	1	4	3	94	-2	6
Cc1cccc(NC(=S)NCC(C)CSc2ccc(Cl)cc2)c1 (stereo unspecified)	-4	23	10	9.2	-5	21	0	99	6	-47
S=C(NCCN1CCOCC1)Nc1ccc(Cl)cc1Cl	-3	-9	-2	-1.6	-3	-17	-4	114	0	9
Nc1cccc(Oc2ccc3c(c2)C(=O)N(CCO)C3=O)c1	0	13	1	-1.1	4	-6	-5	116	1	6
CCCCCCCNC(=O)C1(CC2CC(c3cccc(Br)c3)=NO2)CCN(C(=O)CCCCCBr)CC1 (stereo unspecified)	4	9	-7	1.4	-2	2	0	108	-1	-8
C=CCn1c(=O)c2c(nc(-c3ccc(S(=O)(=O)O)cc3)n2C)n(C)c1=O	0	4	6	-2.8	3	-24	-2	115	-2	15
COc1ccccc1C(=O)N(Cc1ccco1)C1CCS(=O)(=O)C1 (stereo unspecified)	-2	6	0	-4.0	11	3	1	96	-1	20
CC(=O)c1ccc(OCCCCCCCOc2ccc(C(C)=O)cc2)cc1	-4	22	-1	-1.4	1	7	11	97	-2	7
Cc1ccc2c(c1)=C(c1sc(N(C)c3ccc(O)cc3)nc1O)C(=O)N=2	19	0	0	-3.3	3	6	-1	116	-2	15
CNc1c([N+](=O)[O-])cnn1-c1ccc(Cl)cc1Cl	-1	27	1	-1.0	-4	1	-5	96	3	5
C=CCn1c2ccccc2c2nnc(SCc3[nH]c(=O)[nH]c3C(=O)CCCCC(=O)OCC)nc21	4	10	0	-1.8	-16	15	-11	111	1	9
CC(Sc1nc(-c2ccccc2)cc(C(F)(F)F)n1)C(=O)Nc1sc2c(c1C(N)=O)CCC2 (stereo unspecified)	-1	4	-3	-1.1	2	2	4	125	-4	6
COc1ccc(N2CCN(C(=O)c3ccc4c(=O)n(Cc5ccc6c(c5)OCO6)c(=O)[nH]c4c3)CC2)cc1	1	10	3	0.1	3	12	4	88	-2	0
COc1ccc(C(=O)Nc2ccc(C(=O)N3CCCC3)cc2)cc1[N+](=O)[O-]	0	-6	-2	-3.5	-1	3	13	99	-1	18
C=CCn1c(-c2ccc(OC)c(OC)c2)cs/c1=N\c1ccccn1	-2	-8	-4	-3.4	-7	-21	-7	111	2	14
C[C@H](CO)N1C[C@H](C)[C@@H](CN(C)S(=O)(=O)c2ccc(F)cc2)Oc2ccc(NC(=O)Nc3ccc4c(c3)OCO4)cc2C1=O	1	-3	2	-0.2	-6	16	-4	100	-5	1
O=C(CN1CCN(C(=O)N2CCOCC2)CC1)Nc1cc(Cl)ccc1Cl	-2	39	-1	1.4	-1	-1	-7	95	0	-11
C=C(C)CSc1nc(N)c(C#N)c(-c2ccc(C)cc2)c1C#N	-8	-3	-4	0.4	-3	7	-10	97	-3	-2
CCN(c1ccccc1)S(=O)(=O)c1ccc(OC)c(NC(=O)c2c(C)noc2C)c1	0	9	0	0.9	1	-4	-5	103	2	-6
CCN1CCN(C(=O)c2c(-c3ccccc3)noc2C)CC1	-2	8	6	2.0	-1	-20	-4	129	-2	-17
C=C[C@@]1(C)CCC(/C(C)=C/C=C/C(C)(C)O)C[C@@H]1C(=C)C (stereo partly specified)	-3	-2	-2	1.5	-13	-28	-1	102	9	-9
CCCCN(CCCC)CCNC(=O)CSCc1ccc(C)cc1	1	5	1	-0.6	5	1	7	90	-1	3
COc1ccc(NS(=O)(=O)c2ccc(C(=O)N(C)Cc3ccc(C)o3)cc2)cc1	-3	-15	0	0.7	-3	9	-2	102	7	-3
Cc1cc(C)c2nc(N3CCCN(C(=O)c4cnccn4)CC3)c(C#N)cc2c1	-1	6	1	-2.3	-2	-2	0	101	1	10
CC(C(=O)c1ccccc1)n1cnc2ccccc2c1=O (stereo unspecified)	1	14	-2	-2.7	-7	14	-5	x	8	14
COc1ccccc1NC(=O)N(C)C[C@@H]1OCc2cnnn2CCCC(=O)N([C@H](C)CO)C[C@H]1C	4	x	0	x	2	x	2	98	x	x
O=C1COc2ccc(C(=O)COC(=O)c3ccc([N+](=O)[O-])cc3Cl)cc2N1	2	7	0	11	-2	-9	-1	89	-1	-68
COCCn1ccc2c(OCC(=O)Nc3ccccc3OC)cccc2c1=O	-2	-1	2	-1.5	-1	7	-3	101	-2	10
Cc1ccc(/C=N/NC(=O)c2cccnc2)s1	-2	-8	1	-3.7	-3	1	-9	114	-5	19
CC1=C(C)CS(=O)N(S(=O)(=O)c2ccccc2)C1 (stereo unspecified)	-2	6	-1	3.0	-4	-7	-15	95	0	-15
NC(=O)C1=NOC(CNc2ncc(C(F)(F)F)cc2Cl)C1 (stereo unspecified)	4	12	4	-0.5	1	9	-12	x	-3	3
COc1ccccc1/C=C(/NC(=O)c1ccc(Cl)cc1Cl)C(=O)O	1	6	2	-0.8	-5	-13	-7	98	-2	4
COC(=O)c1cnn(-c2ccccc2)c1C(OC)OC	-4	16	-3	-1.7	4	-10	-8	x	4	9
COc1ccc(C(C(=O)NCc2ccccc2)N(Cc2ccco2)C(=O)c2snc(C(N)=O)c2N)cc1OC (stereo unspecified)	0	-13	0	1.1	-6	-28	3	119	10	-9
C=CCn1c(=O)c(C#N)cc2c(=O)n3ccccc3nc21	2	6	-1	-1.1	-2	6	17	101	-2	6

At a glance, some entries already given.
Structure	DAGLB inhibitor	Arr AP2 block	V-ATPase pH	MOR-DOR ag	PKA-R2B act	HTR5A inv ag	PKA-R1A act	DSG3 Ab inh	HTR5A ag	MOR-DOR inv ag
COc1ccc(C(C(=O)NCc2ccccc2)N(Cc2ccco2)C(=O)c2snc(C(N)=O)c2N)cc1OC (stereo unspecified)	0	-13	0	1.1	-6	-28	3	119	10	-9
C=CCn1c(=O)c(C#N)cc2c(=O)n3ccccc3nc21	2	6	-1	-1.1	-2	6	17	101	-2	6

Continued.
Structure	DAGLB inhibitor	Arr AP2 block	V-ATPase pH	MOR-DOR ag	PKA-R2B act	HTR5A inv ag	PKA-R1A act	DSG3 Ab inh	HTR5A ag	MOR-DOR inv ag
CC1(C)CC2CC(C)(CN2c2ncnc3ccc(Br)cc23)C1 (stereo unspecified)	-8	2	0	8.9	-5	11	7	x	1	-43
C(=N\Nc1nncc2ccccc12)/c1ccccn1	2	29	2	-2.3	-8	-10	9	110	4	13
Nc1nc(SCC(=O)NNc2c(Cl)cc(Cl)cc2Cl)n[nH]1	1	-8	0	-0.5	-6	6	-6	x	-1	2
O=C(Nc1cn(-c2ccccc2)nc1-c1ccc(F)cc1)c1ccccc1	-4	-2	-1	-1.1	2	-18	-8	89	0	6
COc1cccc(C2CC(c3cccc(NS(C)(=O)=O)c3)=NN2C(=O)c2ccccc2)c1OC (stereo unspecified)	2	-1	5	-1.6	-8	-3	-3	145	1	9
CCCCC(CC)C(=O)Nc1ccc(S(=O)(=O)N2CCCC2)cc1 (stereo unspecified)	-5	41	3	0.0	1	-10	-4	117	4	0
COc1ccc(N2CC(C(=O)Nc3nnc(SCCC4OCCO4)s3)CC2=O)cc1 (stereo unspecified)	3	23	1	0.8	-5	15	-7	88	5	-4
CCOC(=O)N1CCN(C(=O)c2ccc3c(=O)n(Cc4ccccc4)c(=S)[nH]c3c2)CC1	1	-2	-3	-1.8	-1	-5	3	105	2	11
CC(C)Nc1nc2nonc2nc1Nc1ccccc1	0	2	0	-0.6	0	-15	-6	100	-1	3
CC(=O)Nc1ccc(SC[C@H](Cc2ccccc2)N2CCN(CCc3ccccc3)CCC2=O)cc1	0	1	7	3.6	0	-1	2	103	-2	-20
Cc1ccc(C)c(C(=O)COC(=O)Cn2[nH]c(=O)c3ccccc3c2=O)c1	1	3	-2	-3.7	2	23	-3	97	-4	14
Cc1nn(C)cc1CNC(=O)COc1ccc(Cl)cc1Cl	-1	1	1	-0.9	10	9	11	104	5	5
C=CCNC(=S)N/N=C/c1cccc([N+](=O)[O-])c1	-3	37	-2	-1.6	-15	1	4	98	-11	8
O=C(CSc1nc2ccccc2n1S(=O)(=O)c1ccccc1)N1CCCC1	0	3	2	-2.6	-9	-9	-8	113	4	14
CCOC(=O)[C@@H]1[C@H]2COc3ccccc3[C@@H]2N2C(=O)N(c3cccc(Cl)c3)C(=O)[C@]12C	-10	14	-1	-0.5	-2	12	-4	106	0	3
O=C(COC(=O)c1ccc(S(=O)(=O)N2CCOCC2)cc1)NC1CCCCCC1	-1	2	-1	-0.3	-4	-8	-11	98	3	2
c1ccn2cc(C34CC5CC(CC(C5)C3)C4)nc2c1	-1	16	4	0.4	-3	28	1	117	-4	-2
CCN1C(=O)C2(SC(NC(C)=O)=NN2C(C)=O)c2cc(C)cc(C)c21 (stereo unspecified)	2	1	1	-0.8	-3	3	7	118	-4	4
COC(=O)/C=C1/SC(=NC(=O)c2cccc([N+](=O)[O-])c2)NC1=O	5	-3	-4	-3.1	8	5	13	x	-1	16
CC1(C)CCC(=O)N2CC[C@H]3C[C@H](OC(=O)Nc4ccc(Br)cc4)C[C@@H]1[C@H]32	0	8	-3	-3.3	-6	-34	-5	104	4	15
CCC(Sc1ncccc1Nc1ccccn1)C(=O)O (stereo unspecified)	-1	4	1	-2.9	-5	8	-12	103	1	14

Bioassay records: PubChem, several laboratories
